ARFGAP1 inh: inhibitors of rat ARFGAP1 GAP activity, primary screen, biochemical, fluorescence polarization, GDP tracer; ADP-ribosylation factor GTPase-activating protein 1 (Rattus norvegicus), Q62848; inhibition, % at 16.5 µM; Arfgap1-stimulated ARF1 GTP hydrolysis, GDP FP detection; 0.26% of 360,000 active;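 active = inhibition above a per-plate limit, mean inhibition of low control wells plus 3 SD, cut at about 25% in these data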;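 note: 0% = DMSO wells with enzyme and 100% = wells lacking Arfgap1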
Target sequence (Q62848 1-136 limits assumed): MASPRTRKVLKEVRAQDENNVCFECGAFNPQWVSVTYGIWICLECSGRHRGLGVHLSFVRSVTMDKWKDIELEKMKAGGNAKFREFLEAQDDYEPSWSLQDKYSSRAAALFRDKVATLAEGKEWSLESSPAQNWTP
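Material: rat Arfgap1 catalytic domain, aa 1-136; also added: human ARF1(Δ1-17)-GTP substrate; compound dosing: one concentration, 16.5 µM, DMSO 1.26%; incubation: GTP hydrolysis reaction 2 h at 25 °C; measured by: Tracer-displacement fluorescence polarization with EDTA stop, 620/688 nm; evaluation: % inhibition from polarization; repeats: one replicate per compound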
SIAE inh: human SIAE inhibitors, primary screen, biochemical, fluorescence polarization, FP-Rh probe, 1536-well HTS; SIAE FP-Rh probe binding; inhibition, % at 9.66 µM; 0.69% of 370,000 active; AID 1053197, 2014; Sialate O-acetylesterase (Homo sapiens), Q9HAT2;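 active = inhibition above a cutoff: mean of compounds within the control limits plus 3 SD of those, cut at about 17% in these data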;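 note: 0% = plate median of compound wells and 100% = probe without SIAE protein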
Tn6 DDE FP: inhibitors of Tn6 peptide binding to fibrin DD(E), primary screen, biochemical, fluorescence polarization, human fibrin, Tn6 probe | inhibition, % at 8.3 µM | Fibrinogen beta chain (Homo sapiens), P02675 | 0.21% of 370,000 active | Fibrin DD(E) TRITC-Tn6 fluorescence polarization displacement;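 active = inhibition above a per-campaign cutoff: mean of compounds within control limits plus 3 SD, cut at about 15% in these data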;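 note: 0% = median of all compound wells on the plate and 100% = blocking peptide control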
TDP2 absorb: human TDP2 enzyme inhibitors, primary screen, biochemical, epi absorbance, recombinant enzyme; Tyrosyl-DNA phosphodiesterase 2 (Homo sapiens), O95551; T5PNP hydrolysis, p-nitrophenol absorbance 415 nm; inhibition, % at 12.8 µM; 0.34% of 370,000 active; AID 720702, 2013;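 active = inhibition above the mean of all tested compounds plus 3 SD, set per campaign, cut at about 25% in these data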;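 note: 0% = DMSO with enzyme and 100% = buffer with substrate but no TDP2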
Target sequence (O95551 whole entry, looked up): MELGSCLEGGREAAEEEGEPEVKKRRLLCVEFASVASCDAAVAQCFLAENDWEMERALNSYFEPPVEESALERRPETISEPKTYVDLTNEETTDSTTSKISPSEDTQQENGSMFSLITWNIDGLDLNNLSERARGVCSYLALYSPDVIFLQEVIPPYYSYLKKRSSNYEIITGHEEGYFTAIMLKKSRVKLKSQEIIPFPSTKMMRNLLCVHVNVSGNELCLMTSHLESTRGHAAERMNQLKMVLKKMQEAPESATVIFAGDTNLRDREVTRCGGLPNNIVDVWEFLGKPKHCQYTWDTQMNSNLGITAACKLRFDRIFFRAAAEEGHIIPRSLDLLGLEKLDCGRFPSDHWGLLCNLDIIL
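System: recombinant human TDP2 / Amount: 120 nM TDP2 per well / Also added: 5 mM T5PNP chromogenic substrate / Doses: 12.8 µM single point, 1% DMSO / Incubation: 2 h at 37 °C / Detection: p-Nitrophenol epi absorbance / Evaluation: % inhibition relative to enzyme-containing and enzyme-free wells / Repeats: singlicate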
PLC-gamma1 inh: PLC-gamma1 enzyme inhibitors, primary screen, biochemical, fluorescence, purified enzyme; fluorogenic substrate; 0.84% of 370,000 active; AID 720700, 2013; inhibition, % at 12.2 µM; in the data active = inhibition above about 9.5%
ADAM10 inh: human ADAM10 inhibitors, primary screen, biochemical, QFRET, HTS. AID 720582, 2013. 0.62% of 370,000 active. inhibition, % at 7 µM. recombinant ADAM10, EDANS/DABCYL FRET peptide cleavage, 3 h;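 active = inhibition above a per-campaign cutoff equal to the mean of compounds falling between control-based bounds plus 3 SD, cut at about 20% in these data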;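 note: 0% = DMSO wells while the 100% control is not disclosed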
Target sequence (O14672 214-748 limits assumed): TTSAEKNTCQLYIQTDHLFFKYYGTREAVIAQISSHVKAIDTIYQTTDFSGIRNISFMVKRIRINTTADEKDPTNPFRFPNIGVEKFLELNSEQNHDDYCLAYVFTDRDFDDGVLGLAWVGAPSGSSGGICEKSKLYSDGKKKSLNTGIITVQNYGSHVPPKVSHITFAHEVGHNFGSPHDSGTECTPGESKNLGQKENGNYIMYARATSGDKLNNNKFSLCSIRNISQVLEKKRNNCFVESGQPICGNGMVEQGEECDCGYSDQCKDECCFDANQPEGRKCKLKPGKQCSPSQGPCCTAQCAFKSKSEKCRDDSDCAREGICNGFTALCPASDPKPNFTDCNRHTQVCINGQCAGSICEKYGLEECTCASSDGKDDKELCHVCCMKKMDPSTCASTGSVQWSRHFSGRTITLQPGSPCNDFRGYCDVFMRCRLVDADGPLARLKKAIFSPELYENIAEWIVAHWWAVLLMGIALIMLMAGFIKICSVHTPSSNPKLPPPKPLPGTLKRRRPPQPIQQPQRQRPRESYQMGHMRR
PLC-beta3 inh: human PLC-beta3 inhibitors, primary screen, biochemical, fluorescence. inhibition, % at 12.2 µM. AID 720704, 2013. 0.18% of 370,000 active. Purified PLC-beta3, fluorogenic substrate; in the data active = inhibition above about 11%;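 note: 0% = median of compound wells on plate and 100% = full blocker control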
ADAM17 inh: ADAM17 inhibitors, primary screen, biochemical, QFRET; Disintegrin and metalloproteinase domain-containing protein 17 (Homo sapiens), P78536; recombinant ADAM17, EDANS/DABCYL FRET peptide cleavage; inhibition, % at 6.95 µM; 0.83% of 370,000 active; AID 720648, 2013;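 active = inhibition above the mean of compounds lying between control limits plus 3 SD, set per campaign, cut at about 8.5% in these data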;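 note: 0% = DMSO-only wells as the low control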
ASAP1 inh: inhibitors of human ASAP1 ArfGAP activity, primary screen, biochemical, fluorescence polarization; Arf-GAP with SH3 domain, ANK repeat and PH domain-containing protein 1 (Homo sapiens), …; ASAP1-stimulated ARF1 GTP hydrolysis, GDP FP detection; inhibition, % at 16.5 µM; 0.19% of 360,000 active; AID 624377, 2012; in the data active = inhibition above about 25%;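 note: 0% = vehicle with enzyme and substrate and 100% = no enzyme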
Tn7 DDE FP: inhibitors of Tn7 peptide binding to fibrin DD(E), primary screen, biochemical, fluorescence polarization, human fibrin, Tn7 probe. Fibrinogen beta chain (Homo sapiens), P02675. FP displacement of FITC-Tn7 peptide from fibrin DD(E); 0% = median of compound wells per plate. inhibition, % at 8.3 µM. 0.13% of 370,000 active. AID 720508, 2013;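 active = inhibition above the mean of compounds falling within the control limits plus 3 SD of them, cut at about 14% in these data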;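 note: 0% = plate median of compound wells and 100% = 10 µM Aha-Tn7 peptide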
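system = human fibrin DD(E) protein | quantity = DD(E) 2 µM final | medium = Tris/NaCl/CaCl2 buffer, pH 7.8 | also added = labelled Tn7 tracer, 0.1 µM | compound dosing = single point at 8.3 µM | timing = compound with protein 10 min, then 3 h after probe, room temperature | signal = FP measurement | benchmarks = Aha-Tn7 high control | repeats = one replicate per compound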
An asterisk follows results filed as active; nt = no result given. Compounds as they come, and some 3.6% of all compounds hit somewhere here.

SMILES | ARFGAP1 inh | SIAE inh | Tn6 DDE FP | TDP2 absorb | PLC-gamma1 inh | ADAM10 inh | PLC-beta3 inh | ADAM17 inh | ASAP1 inh | Tn7 DDE FP
CC(=O)c1ccc(S(=O)(=O)N2CCC(C(=O)Nc3ncc(C)s3)CC2)cc1 | -8 | 6 | 2 | -6 | -2 | -8 | 4 | -1 | -6 | 0
Cc1[nH]c(=O)n(C(C)C)c(=O)c1Br | 6 | -5 | -9 | -1 | 9 | -16 | 1 | -4 | -2 | -4
COc1cc(N)c(Cl)cc1C(=O)OCC(=O)NC1CCCC1 | 5 | -3 | -3 | 1 | -1 | 5 | -11 | -4 | 0 | 4
CCNC(=O)COC(=O)Cc1ccc(Cl)cc1Cl | -9 | -2 | -5 | 3 | 0 | -13 | 1 | -2 | -3 | 5
OC(CNCc1ccccc1Cl)C(F)(F)F (stereo not drawn) | 1 | 1 | -3 | 9 | -4 | -1 | 1 | -2 | 2 | 0
C=CCc1cccc(CNc2nc3ccccc3n2CCN2CCOCC2)c1O | -1 | -6 | 5 | -20 | 10* | 14 | 14* | 12* | 11 | 3
CC1(C)CC(=O)C2=C(C1)OC(N)=C(C#N)C2c1ccccc1 (stereo not drawn) | 2 | 3 | 8 | 68* | -2 | -6 | -4 | -1 | 9 | 5
Cc1ccc2[nH]c(=O)c(CN(Cc3ccc4c(c3)OCO4)Cc3nnnn3Cc3ccco3)cc2c1 | 7 | -2 | 0 | -11 | 1 | 5 | -5 | 5 | 9 | -4
NC(=O)Cn1cc(/C=N/NC(=O)c2ccc(Cn3cc(Cl)cn3)o2)c(-c2ccccc2)n1 | 1 | -1 | -3 | -9 | -5 | -42 | -12 | -16 | 2 | 3
Cc1ccnc(NS(=O)(=O)c2ccc(N)cc2)n1 | -10 | -6 | 5 | 6 | 2 | 2 | 4 | 0 | -6 | 3
Cc1cccc(CSc2nnc(NC(=O)CSc3nnc(C)s3)s2)c1 | 11 | 8 | 5 | 2 | -5 | -9 | -5 | -5 | 3 | -2
Cc1ccc(-n2nc3c(=O)n(CCCC(=O)NCc4ccc(Cl)cc4)nc(C)c3c2C)cc1 | 1 | 7 | 11 | -5 | 4 | -4 | -7 | 0 | 0 | 3
COc1ccc(-c2nnn(CC(=O)N(C3CCCCC3)C(C)C(=O)NC3CCCC3)n2)cc1OC (stereo not drawn) | 7 | -2 | -10 | -2 | -2 | 0 | 1 | -2 | 16 | -6
C=CCn1c(SCC(=O)NCc2ccc3c(c2)OCO3)nc2scc(-c3ccc(F)cc3)c2c1=O | -6 | 1 | 3 | 9 | 3 | 8 | 3 | 1 | -7 | 1
COc1ccc(CCNC(=O)CCCN2C(=O)C(c3ccccc3)Oc3cccnc32)cc1OC (stereo not drawn) | 3 | 7 | -3 | 10 | -4 | -3 | -7 | -1 | -2 | -6

Overlap with the part before: 4 entries; new compounds follow.
SMILES | ARFGAP1 inh | SIAE inh | Tn6 DDE FP | TDP2 absorb | PLC-gamma1 inh | ADAM10 inh | PLC-beta3 inh | ADAM17 inh | ASAP1 inh | Tn7 DDE FP
Cc1ccc(-n2nc3c(=O)n(CCCC(=O)NCc4ccc(Cl)cc4)nc(C)c3c2C)cc1 | 1 | 7 | 11 | -5 | 4 | -4 | -7 | 0 | 0 | 3
COc1ccc(-c2nnn(CC(=O)N(C3CCCCC3)C(C)C(=O)NC3CCCC3)n2)cc1OC (stereo not drawn) | 7 | -2 | -10 | -2 | -2 | 0 | 1 | -2 | 16 | -6
C=CCn1c(SCC(=O)NCc2ccc3c(c2)OCO3)nc2scc(-c3ccc(F)cc3)c2c1=O | -6 | 1 | 3 | 9 | 3 | 8 | 3 | 1 | -7 | 1
COc1ccc(CCNC(=O)CCCN2C(=O)C(c3ccccc3)Oc3cccnc32)cc1OC (stereo not drawn) | 3 | 7 | -3 | 10 | -4 | -3 | -7 | -1 | -2 | -6
COC(=O)C1=C(N)OC2=C(C(=O)CC(C)(C)C2)C1c1ccccc1OCC#N (stereo not drawn) | 1 | 4 | 0 | -8 | -5 | -12 | -7 | -1 | -18 | -7
COc1ccc(-c2cc(-c3ccc(F)cc3)nc(N3CCN(C)CC3)n2)cc1 | 4 | -7 | -7 | -7 | -5 | -35 | -12 | -14 | -2 | -5
COc1ccc(CC(=O)NCCN2CCOCC2)cc1 | 9 | 0 | -4 | -16 | 3 | 12 | 2 | 1 | -1 | -8
COc1ccc(Nc2nc(N3CCCC3)nc(N3CCCC3)n2)c(OC)c1 | 7 | 2 | 1 | 2 | 1 | 4 | 3 | -2 | 13 | -1
Cc1c(C#N)c(NC(=O)CCl)n(Cc2ccccc2)c1C | -2 | 3 | -4 | 3 | 3 | 1 | 0 | 3 | 1 | -2
CCn1nc(C)c(CCC(=O)O)c1C | 8 | -5 | 0 | -2 | -2 | 3 | -7 | -6 | -2 | 11
CC1(OC(=O)C2CCCC2)C(=O)C=C2C=C(c3ccsc3)N(Cc3ccccc3)C=C2C1=O (stereo not drawn) | 4 | 5 | -3 | -3 | -14 | -12 | -25 | 0 | 1 | -7
CC(C)CN1C(=O)[C@]2(CC(=O)N(C)C2c2ccccc2)c2cc(-n3cc(CO)nn3)ccc21 (stereo partly drawn) | nt | 3 | 2 | -10 | 8 | 2 | 1 | 4 | nt | -4
Cc1cccc(NC(=O)N2CCC(NC(=O)c3ccccc3C)CC2)c1 | 3 | 6 | 2 | -2 | 7 | -6 | 0 | 2 | 3 | -3
CCOc1ccc(C(=O)Nc2cccc([N+](=O)[O-])c2)cc1Br | 1 | -5 | -4 | -3 | 9 | 2 | 2 | 3 | 15 | -3
CCOC(=O)N=S(=O)(Oc1ccc([N+](=O)[O-])cc1)c1ccccc1 (stereo not drawn) | 9 | 8 | -1 | 5 | 3 | -14 | 2 | 3 | 7 | 4
Cc1ccnc(N2CCC(C(=O)Nc3ccc4c(c3)OCO4)CC2)n1 | 18 | -2 | 1 | 0 | -2 | -21 | -6 | -7 | 10 | -3
O=S(=O)(c1cccc(-c2nc3ccccc3s2)c1)N1CCCC1 | -9 | -1 | -2 | -10 | 3 | 9 | 1 | 2 | 14 | 1
Cc1ccsc1/C=N/n1cnc2sc(C)c(C)c2c1=O | -9 | -7 | -4 | -4 | 4 | 12 | 6 | 1 | 3 | 4
COC(=O)c1ccc(CN2CCN(Cc3ccc(C(=O)OC)o3)CC2)o1 | 9 | 1 | 0 | 0 | 0 | -13 | 2 | 0 | 11 | -2
O=C1c2ccccc2C(=O)N1CC(O)CNc1ccc(Br)cc1 (stereo not drawn) | -2 | 0 | 8 | -10 | 2 | 4 | 7 | 0 | 2 | -2
C[N+]1=C2CCCCCN2C(O)(c2ccccc2)C1 (stereo not drawn) | 7 | 5 | -8 | -4 | 6 | 16 | 2 | 0 | -8 | -20
COc1ccc(NC(=O)C2CCN(c3nc(C)nc4c3CCC4)CC2)cc1 | 6 | 0 | 6 | -6 | -2 | -1 | 0 | -3 | 13 | -5
O=C(CC(=O)Nc1ccccn1)Nc1ccccn1 | 2 | 0 | 2 | 4 | -9 | -53 | -9 | -21 | 5 | 3
CCOC(=O)N1CCN(C(=O)CCl)CC1 | -1 | 4 | 1 | -4 | -1 | -1 | -3 | -3 | 1 | 2
CCOc1ccc2nc(N3CCC(C(=O)NCCCN4CCOCC4)CC3)sc2c1 | 10 | -2 | -1 | 3 | 1 | 1 | -5 | -1 | -21 | 0
CC(=O)c1ccc(N2CCN(C(=O)Nc3ccc(C)cc3)CC2)cc1 | 1 | -12 | 7 | -11 | -3 | -12 | -5 | -3 | 2 | -3
CC1CCN(C(=O)Cn2c3ccccc3c3nc4n(c(=O)c32)CCCS4)CC1 | 9 | 2 | -3 | 6 | -6 | -44 | -8 | -16 | -1 | -6
CC1Sc2ccc(S(=O)(=O)CCC(=O)NCc3ccccc3)cc2NC1=O (stereo not drawn) | -3 | -2 | -3 | -6 | 1 | -4 | -9 | 2 | 11 | 3
CCCCCCN1C[C@@H](n2cc(C3CC3)nn2)[C@H](O)C[C@@H]1c1ccc(Cl)cc1 | -1 | -4 | -9 | -3 | -2 | 3 | 1 | -1 | 10 | -6
CCOc1ccc(OCc2ccc(C(=O)N(C)c3ccccc3)o2)cc1 | -6 | 1 | 6 | 8 | 0 | 3 | 0 | 0 | 7 | 2
CCN(CC)c1ccc(C=Nc2ccc(C#N)cc2)c(O)c1 | -4 | -2 | -1 | -7 | -32 | -7 | -39 | -1 | 6 | -4
CCOC(=O)CC[C@H]1CC[C@]2(CCCN(C(=O)c3ccccc3)C2)O1 | nt | -6 | 6 | -5 | -3 | -6 | 1 | -1 | nt | 1
CCOC(=O)CN1C(=O)COc2ccc(Cl)cc21 | 6 | 0 | -2 | -4 | 4 | -3 | -3 | -1 | -5 | -3
Cn1c(-c2ccccc2)cc(=NNS(C)(=O)=O)c2cc(S(=O)(=O)O)ccc21 | -3 | 0 | -7 | 3 | -1 | -8 | -3 | 0 | -12 | 1
COc1cc(/C=C2\S/C(=N/S(=O)(=O)c3ccc(C)cc3)NC2=O)c([N+](=O)[O-])cc1OC | 1 | -21 | -6 | -3 | -88 | 6 | -127 | 0 | -6 | -3
COC(=O)c1ccc(C(c2c(N)n(Cc3ccccc3)c(=O)n(C)c2=O)N2CCOCC2)cc1 (stereo not drawn) | -3 | -1 | -2 | -6 | 2 | -13 | 2 | 2 | 10 | -6
Cc1ccc(C2N(c3cccc(Cl)c3)C(=O)C3CCCN32)o1 (stereo not drawn) | 3 | -5 | -7 | 3 | 2 | -20 | -1 | -2 | 9 | -4
CC(c1ccccn1)N(Cc1ccco1)C(=S)Nc1cccc(F)c1 (stereo not drawn) | -3 | 1 | 5 | 3 | 2 | 1 | -4 | -2 | -1 | -1
CC1CC(C)CN(S(=O)(=O)c2ccc(C(=O)Nc3nnc(C4CC4)o3)cc2)C1 (stereo not drawn) | 0 | -2 | -1 | 3 | -1 | -7 | -6 | -1 | 0 | -2
